Akt phos inh = blocks phosphorylation of Akt. Neuro2A IGF-stimulated pAkt S473 HTRF, 20 min; stronger effect = lower value. activity change, % for hits at 50 µM. 360,000 tested, 0.32% active; in the data active = activity change below about -80%; inconclusive = mostly about -51% to -80%; also: % is scaled to controls: 0 for no effect and ±100 for the full control effect
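Neuro2A cells (4,500/well, DMEM with 0.5% FBS) were treated with compound at a single 50 µM final concentration, stimulated with 6 nM IGF for 20 min at 37 °C, and lysed. Phospho-Akt Ser473 was read by HTRF as 665/615 ratio ×10^4.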
HepG2 viability = HepG2 cytotoxicity, counter-screen for TGF-b inhibitors; HepG2 CAGA-GFP viability, ATP luminescence, 18 h; Potency, µM (doses to about 46.1 µM), for inactives: at the top dose activity change, negative = cytotoxicity, usual class: cytotoxic; 410,000 tested, 0.76% active; AID 588856; also: potency is read from the fitted curve at half-maximal effect; some results filed as inactive show a strong effect at the top dose
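HepG2 CAGA-GFP cells (1000/well, DMEM with 1% FBS) received compound, then TGF-beta at 500 pg/mL final, and were incubated 18 hours at 37 degrees C. Viability was read by CellTiter-Glo luminescence. Media-only wells were set as complete cell-killing and DMSO as no toxicity.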
CCT chaperon mod = cytosolic chaperonin activity modulation; purified chaperonin ATPase assay, HTRF ADP detection, 30 min; activity change, % (no concentration beside the values), hits read low; 360,000 tested, 0.3% active; AID 651819; in the data active = activity change below about -30%; also: % is scaled to controls: 0 for no effect and ±100 for the full control effect
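Enzyme 40 or 20 nM (batch-dependent) in Tris pH 7.4/KCl/MgCl2/DTT; cpd 76 uM single point; ATP 10 uM; 30 min 37 °C; Transcreener ADP HTRF detection, 30 min RT; ratio 665/615.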
Nrf2 block = Nrf2 pathway inhibition; A549 ARE-Fluc reporter, luciferase luminescence, 18-24 h; Potency, µM (series often up to 46 µM), for the others: top-dose activity change, negative = inhibition, most hits filed as inhibitors; 360,000 tested, 2.1% active; AID 504444; also: potency is read from the fitted curve at half-maximal effect; % is scaled to controls: 0 for no effect and ±100 for the full control effect; nearly all actives have a fitted effect of over 60% in size
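Concentration-response testing used A549 ARE_Fluc cells at 5000 cells/well. Following an 18-24 h compound incubation, viability was read by fluorescence (Ex 405/Em 525) and luciferase output by luminescence.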
Nrf2 activator = Nrf2 pathway activation | AREc32 ARE-luciferase reporter (MCF7-derived line), luminescence, 24 h | Potency, µM (series often up to 46.1 µM), inactives show top-dose activation, usual class: activators | 410,000 tested, 0.31% active; also: potency is read from the fitted curve at half-maximal effect; % of control where 0% means no effect; nearly all actives have a fitted effect of over 65% in size
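Luciferase luminescence (Steady-Glo, 30 min at room temperature) served as the read-out of ARE activation in AREc32 cells treated with compounds for 24 hr at 37 deg C.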
MmCpn inh = M. maripaludis TRiC chaperonin inhibition | AID 504842 | Potency, µM (series often up to 76.9 µM), inactives show top-dose activity, negative = inhibition, usual class: inhibitors | purified Mm-Cpn ATPase, ADP Transcreener TR-FRET | 330,000 tested, 0.031% active; also: potency is read from the fitted curve at half-maximal effect; % is scaled to controls: 0 for no effect and ±100 for the full control effect; nearly all actives have a fitted effect of over 80% in size
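Reaction buffer contained 30 mM Tris pH 7.4, 100 mM KCl, 5 mM MgCl2 and 1 mM DTT. Mm-CPN (25 nM final) hydrolysed 10 uM ATP over 30 min at 37°C; ADP was read by HTRF.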
Abeta rescue = compounds reversing amyloid beta toxicity in yeast; AID 1347071; 410,000 tested, 0.063% active; yeast expressing A-beta42, growth rescue, OD600, 48 h; response scale: 0% DMSO, 100% iron-clioquinol control; Potency, µM (top dose mostly 46.1 µM), without a hit: top-dose growth rescue, usual class: activators; also: potency is read from the fitted curve at half-maximal effect; nearly all actives have a fitted effect of over 55% in size
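Growth rescue measured by 600 nm absorbance after 48 h yeast culture at 30 C with compound. Values normalized between DMSO and an equimolar ferric chloride plus clioquinol control.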
A549 viability = kills or reduces viability of A549 cells in Nrf2 counter-screen; Potency, µM (doses to about 46 µM), for the others: at the highest dose activity change, negative = cytotoxicity, usual class: inhibitors; 390,000 tested, 0.16% active; A549 ARE-Fluc cells, CellTiter-Fluor viability, 18-24 h; also: potency is read from the fitted curve at half-maximal effect; % is scaled to controls: 0 for no effect and ±100 for the full control effect
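Cytotoxicity counterscreen: CellTiter-Fluor fluorescence was measured in A549 ARE_Fluc cells after 18-24 h of compound exposure in a concentration series. The subsequent BugLite luminescent read reports ARE-luciferase activity.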
TGFb inhibitor = TGF-b pathway inhibition. AID 588855. HepG2 CAGA-GFP TGF-b/SMAD3 reporter, GFP fluorescence, 18 h; TGF-beta stimulated, 500 pg/mL final. Potency, µM (doses to about 46.1 µM), without a hit: at the top dose activity, negative = inhibition, usual class: inhibitors. 410,000 tested, 1.2% active; also: potency is read from the fitted curve at half-maximal effect; % is scaled to controls: 0 for no effect and ±100 for the full control effect; nearly all actives have a fitted effect of over 65% in size
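HEPG2 CAGA-GFP, 1000 cells/well; 2 h settle, 37 C; cpd via pin tool; TGF-b 500 pg/mL final; 18 h, 37 C; GFP imaging ex488/em500-530; %Activity normalised to -TGF-b and +DMSO controls; CRC fit, curve class.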
Starred values were filed as active, the others as inactive; i = inactive; ? = inconclusive; / = no result given; & = joins results of further samples; [ ] = dose if it differs, or a comment. Unless noted, calls follow the shape of the dose curve; as a rule, active = well fitted curve in the direction sought with a large enough effect; inconclusive = small, poorly fitted or top-dose-only effect, or another doubt; inactive = no such curve, though single readings can be large; an effect the other way counts as inactive or inconclusive.

No. | Molecule | Akt phos inh | HepG2 viability | CCT chaperon mod | Nrf2 block | Nrf2 activator | MmCpn inh | Abeta rescue | A549 viability | TGFb inhibitor
1 | CC(Oc1ccc(F)cc1)C(=O)NCC1(N(C)C)CCCCC1 (stereo not given) | / | 4% | / | 1% | 2.2% | / | -14% | 2% | 36%[activator]
2 | CC(=O)Nc1ccc(NC(=O)Cn2cc3c(n2)CCCC3)cc1 | i | -37% | -3.4 | -5% | -1.2% | 2% | -13% | -10% | 0%
3 | CCC(C)NC(=O)C1CC(=O)N(CCc2ccc(F)cc2)C1 (stereo not given) | i | 1% | 2.0 | 4% | -0.5% | 0% | 23% | 28% | -4%
4 | CCOc1ccc(CCNC(=O)COC(=O)Cc2ccc(OC)c(OC)c2)cc1OCC | i | 2% | -0.9 | 1% | -0.2% | ? | 3% | -8% | 5%
5 | NC1=NC(c2ccc(Br)cc2)n2c(nc3ccccc32)N1 (stereo not given) | i | -8%&2% | -0.2&1.9 | 1%&14% | 0.3%&0.5% | 0% | 12%&12% | -2%&-5% | ?
6 | COc1c(CC=C(C)C)cc(C2CC(=O)c3c(O)cc(O)cc3O2)cc1CC=C(C)C (stereo not given) | i | 16µM* | 0.6 | ? | -1.4% | -3% | -6% | -9% | 14µM*
7 | COc1ccc(C2CC(=O)Oc3c(C(CCN4CCCCC4)c4ccc(N(C)C)cc4)c(OC)cc(OC)c32)cc1 (stereo not given) | i | 7%&-22% | 0.8 | 0%&6% | 0.3% | 0% | 10% | ? | -12%&-23%
8 | CC(=O)Nc1ccc(C(=O)/C=C/c2ccco2)cc1 | i | -1% | 0.0 | 22% | ? | -2% | -14% | -1% | 1%
9 | COc1ccc(Cl)cc1NC(=O)C1CSC(c2ccncc2)=N1 (stereo not given) | i | -27% | -1.5 | ? | 14% | 0% | -6% | -1% | 3%
10 | O=C(O)CN1C(=O)COc2cc(S(=O)(=O)N3CCCC3)ccc21 | i | -15% | 0.4 | 5% | -2.1% | -1% | -15% | 0% | ?
11 | CCOc1ccccc1-c1nc(-c2ccc(NC(=O)c3ccc(Br)o3)cc2)no1 | i | 3% | 0.6 | / | 5.4% | -7% | 1% | -12% | 0%
12 | COc1cc(NC(=O)CN2CCN(S(=O)(=O)c3ccc(C(C)C)cc3)CC2)cc(OC)c1 | i | -1% | 0.0 | -26% | 0.7% | 0% | 25% | -3% | 2%
13 | CC(C)C(N)c1csc(Nc2ccc(C(F)(F)F)cn2)n1 (stereo not given) | i | -59% | -2.2 | / | 0.8%[9.22 µM] | / | -3% | / | ?
14 | Cc1ccc(NC(=S)NC(=O)C2CCC2)cc1C | i | -6% | 1.5 | ? | 5.6% | 0% | ? | 1% | -13%
15 | COc1cccc(CC2(CO)CCN(Cc3cn(C)nc3C)CC2)c1 | i | -28% | 0.6 | 22% | 0.2% | 1% | -5% | 3% | -17%

Carrying on:
No. | Molecule | Akt phos inh | HepG2 viability | CCT chaperon mod | Nrf2 block | Nrf2 activator | MmCpn inh | Abeta rescue | A549 viability | TGFb inhibitor
16 | CC(=O)Nc1ccc(NC(=O)CC2(CC(=O)N3CCOCC3)CCCC2)cc1 | i | 10% | 1.0 | ? | -0.2% | 1% | -9% | 0% | 20%
17 | COc1cc(C2OC(=O)c3ccccc3S2)cc(OC)c1OC (stereo not given) | i | 14% | 1.0 | 1% | 8.0% | 1% | 19% | -2% | 8%
18 | O=C(COc1ccc(Cl)cc1)NC1=NN(c2ccccc2)C(=O)C1 | i | -36% | 0.3 | -3% | 2.0% | -1% | -1% | 7% | ?
19 | N#Cc1ncc(-c2ccc3c(c2)OCCOCCOCCOCCOCCO3)nc1C#N | i | 4% | -0.7 | 5% | 4.7% | -2% | -1% | -9% | 11%
20 | COc1ccccc1N(CC(=O)NCCc1ccccc1)C(=O)CCC(=O)Nc1nccs1 | i | -7% | -0.8 | -8% | -0.5% | 1% | -4% | 6% | -3%
21 | O=C1C2=C(c3ccccc31)[N+](=O)[C@@H]1CCCC[C@@H]1N2[O-] | i | -15% | -3.4 | 12% | 4.6% | -1% | 1% | -5% | -14%
22 | COCCN(C(=O)Cc1cccs1)C(C(=O)NCc1ccc(OC)cc1)c1ccc(C(C)C)cc1 (stereo not given) | i | -52% | -3.4 | 4% | 2.3% | -2% | 5% | -3% | ?
23 | COc1ccccc1CN(Cc1ccco1)S(=O)(=O)c1ccc(-n2cnnn2)c(OC)c1 | i | -5% | 2.0 | ? | 4.9% | 0% | 21% | 0% | -12%
24 | Cc1cccc(OCC(=O)NCC(=O)N=Nc2c(O)[nH]c3ccc([N+](=O)[O-])cc23)c1 | i | -7% | 1.0 | ? | 8.8% | 1% | 8% | 3% | 7%
25 | CC(C)(C)Nc1nc(Nc2ccc([N+](=O)[O-])cc2)nc(NC(C)(C)C)n1 | i | 4% | 1.9 | 6% | 0.1% | 1% | 16% | 0% | -14%
26 | Cc1ccc(NC(=O)CCc2ccc(C)o2)c(Br)c1 | i | -4% | -6.2 | ? | 6.2% | 1% | 11% | 4% | 13%
27 | COc1cc(OC)c(NC(=O)C(C)n2c(=O)cc(-c3ccccc3)c3c(C)nn(C)c32)cc1Cl (stereo not given) | / | -46% | / | ? | 0.1% | / | 1% | -1% | -6%
28 | CC(C)CN1CC(C(=O)O)CC1=O (stereo not given) | i | 1% | -2.8 | 0% | -0.7% | 0%[15.4 µM] | -1% | 6% | 10%
29 | COC(=O)/C=C1/S/C(=N/NC(=O)c2ccccc2C)NC1=O | i | 0% | 1.1 | 0% | 0.4% | -2% | 4% | -5% | 0%
30 | COc1ccc(CCN2C(=O)CC(Nc3ccc(N4CCOCC4)cc3)C2=O)cc1OC (stereo not given) | i | 1% | 1.7 | / | -0.6% | / | -6%[9.22 µM] | -3% | 13%

The listing continues:
No. | Molecule | Akt phos inh | HepG2 viability | CCT chaperon mod | Nrf2 block | Nrf2 activator | MmCpn inh | Abeta rescue | A549 viability | TGFb inhibitor
31 | O=C(CCN1C(=O)c2ccccc2S1(=O)=O)NCc1ccc(F)cc1 | i | -1% | -1.0 | 11% | 0.3% | -1% | 6% | -5% | 4%
32 | c1ccc(Cn2nnc3c(NCC4CCCO4)nc(C4CC4)nc32)cc1 (stereo not given) | i | -19% | 1.3 | -23% | 0.3% | -5% | -20% | -5% | -4%
33 | O=C(c1cc2nc(-c3ccccc3)cc(C(F)(F)F)n2n1)N1CCOCC1 | i | -12% | -1.4 | 7% | 17% | -1% | 10% | 24% | 17%
34 | Cc1ccc(SCCc2cc[n+](CC(=O)c3ccccc3)cc2)cc1 | i | 0% | -2.5 | 30% | 0.2% | 1% | 7% | 3% | -1%
35 | O=C(Nc1ccc(Br)cc1)c1cccc(NC(=O)C2C3CC4OC(=O)C2C4C3)c1 (stereo not given) | i | -23% | -0.5 | ? | 0.4% | 1% | 19% | -1% | ?
36 | Cc1nnc(SCC(=O)N2c3ccccc3CC2C)[nH]c1=O (stereo not given) | i | 15% | -2.2 | -1% | -0.2% | 0% | 0% | 1% | -24%
37 | COC(=O)c1ccc(NC(=O)CN(C2CCCCC2)S(C)(=O)=O)cc1 | i | -4% | -0.2 | ? | -0.5% | 0% | -12% | 14% | -7%
38 | COc1ccc(C(CC(=O)O)n2cnnn2)cc1 (stereo not given) | i | -5% | -0.6 | 15% | 0.2% | 3% | 8% | 5% | -16%
39 | COc1cc(NC(=O)CC[C@H]2O[C@@H](n3cnc4c(NC(=O)c5ccccc5)ncnc43)[C@H](O)[C@@H]2O)cc(OC)c1OC | i | -34% | -1.0 | / | -0.7% | / | -17% | / | 15%
40 | C/C=C(\C)C(=O)OC1c2c(ccc3ccc(=O)oc23)OC(C)(C)C1OC(C)=O (stereo not given) | i | -23% | -1.9 | ? | 0.1% | 2% | 8% | 0% | 3%
41 | CCCn1c(=O)c(C(=O)c2ccccc2)nc2ccccc21 | i | -16% | -2.5 | ? | 0.1% | -1% | 8% | 3% | -1%
42 | CC1(c2nnc(Cc3ccccc3)o2)CC(c2ccc(OC(F)(F)F)cc2)=NO1 (stereo not given) | i | -21% | -1.0 | 23µM* | 1.4% | -1% | 21% | -12% | ?
43 | COc1ccc(N(CC(=O)Nc2ccccc2C(=O)N2CCCC2)S(C)(=O)=O)cc1 | i | -10% | -3.1 | 1% | -0.2% | 1% | 4% | 6% | 3%
44 | Cc1ccc(-n2nc(N)c3c(=O)oc(N(C)C)nc32)cc1 | i | 6% | -1.4 | 5% | 0.1% | 0% | -12% | -10% | -1%
45 | Cc1nc(SCCO)c2oc3ccccc3c2n1 | i | -4% | -0.2 | -18% | 6.8% | 0% | 0% | 1% | -3%

(list continues)
No. | Molecule | Akt phos inh | HepG2 viability | CCT chaperon mod | Nrf2 block | Nrf2 activator | MmCpn inh | Abeta rescue | A549 viability | TGFb inhibitor
46 | CN(Cc1ccccc1)C(=O)COC(=O)c1ccc(Cl)cc1N | i | 1% | -3.1 | 7% | 11% | -6% | 0% | 4% | 0%
47 | CC(NC(=O)c1ccco1)C(=O)O (stereo not given) | i | 8% | 0.4 | -5% | -0.1% | -1% | -6% | 0% | 11%
48 | CCCCC(=O)Nc1ccc(Cl)cn1 | i | 6% | 2.2 | 1% | -0.2% | 0% | 3% | -5% | 38%[activator]
49 | COc1ccc(-c2cc(=O)[nH]c(=S)[nH]2)cc1 | i | -4% | -1.7 | 16% | -0.8% | -6% | -18% | 1% | -1%
50 | COC(=O)c1ccc2c(c1)N(CC(=O)Nc1cccc(Cl)c1C)C(=O)c1ccccc1S2 | / | -1% | / | / | -1.1% | / | -11% | 14% | -10%
